SRC3 TRFRET art: counter-screen for PPARgamma SRC-3 recruitment agonists: TR-FRET artefact. PPARgamma/SRC-3 format; active compounds read high. TR-FRET ratio at 8 µM. 99,000 compounds, 0.39% hits. AID 1048; in the data active means TR-FRET ratio above about 2000; further: inactives centre near 1600; reference of the scale not given here
SRC1 TRFRET art: counter-screen for PPARgamma SRC-1 recruitment agonists: TR-FRET artefact; TR-FRET detection artefact counter-screen, emission ratio; active compounds read high; TR-FRET ratio at 8 µM; 99,000 compounds, 0.34% hits; AID 1051; in the data active means TR-FRET ratio above about 2300; further: inactives centre near 1800; reference of the scale not given here
Starred values were filed as active, the others as inactive.

SMILES | SRC3 TRFRET art | SRC1 TRFRET art
O=C(N/N=C/c1ccccn1)c1cc(-c2ccc(Cl)cc2)nc2ccccc12 | 1641 | 1937
COc1ccc(CC(=O)Nc2nc(-c3cccc([N+](=O)[O-])c3)cs2)cc1 | 1562 | 1878
O=C(Cn1cc([N+](=O)[O-])cn1)NCCc1c[nH]c2ccccc12 | 1484 | 1758
Nc1ccc(C(=O)OCc2ccncc2)cc1[N+](=O)[O-] | 1590 | 1634
CC(C)(C)NC(=O)NC(=O)COC(=O)c1ccco1 | 1705 | 1828
NS(=O)(=O)c1cccc(NC(=O)COc2ncnc3c2cnn3-c2ccccc2)c1 | 1580 | 1916
O=C(NCc1ccc(F)cc1)c1nc(-c2cccs2)no1 | 1668 | 1873
Cc1cc(NS(=O)(=O)c2ccc(NC(=O)c3cc(-c4ccccc4Cl)nc4ccccc34)cc2)no1 | 1657 | 1946
CC(=O)O/N=C(/c1nonc1N)N(C)C | 1412 | 1613
Cc1csc2nc(CNC(=O)CCC(=O)O)cn12 | 1610 | 1707
COc1cc(CC(=O)OCC(=O)Nc2ccc([N+](=O)[O-])cc2)cc(OC)c1OC | 1648 | 1905
COc1ccccc1/C=C/C=N\N1CCN(Cc2ccccc2Cl)CC1 | 1551 | 1830
CCCCN(CCCC)CCNC(=O)c1ccc2nc(-c3ccccc3NC(C)=O)c(=O)[nH]c2c1 | 1727 | 1740
Cc1ccc(NC(=O)Cn2cnc3c(nnn3Cc3ccc(F)cc3)c2=O)cc1 | 1737 | 1775
CCc1c(C)nc2ncnn2c1N1CCCC(C(=O)NCc2ccc3c(c2)OCO3)C1 (stereo unspecified) | 1518 | 1728

Reprinted from the part before: 5 entries, followed by the next part.
SMILES | SRC3 TRFRET art | SRC1 TRFRET art
COc1cc(CC(=O)OCC(=O)Nc2ccc([N+](=O)[O-])cc2)cc(OC)c1OC | 1648 | 1905
COc1ccccc1/C=C/C=N\N1CCN(Cc2ccccc2Cl)CC1 | 1551 | 1830
CCCCN(CCCC)CCNC(=O)c1ccc2nc(-c3ccccc3NC(C)=O)c(=O)[nH]c2c1 | 1727 | 1740
Cc1ccc(NC(=O)Cn2cnc3c(nnn3Cc3ccc(F)cc3)c2=O)cc1 | 1737 | 1775
CCc1c(C)nc2ncnn2c1N1CCCC(C(=O)NCc2ccc3c(c2)OCO3)C1 (stereo unspecified) | 1518 | 1728
Nc1c(-c2ccsc2)cnc2ncnn12 | 1569 | 1692
C=CCOC(=O)C1=C(C)NC(SCC(=O)N(CC)CC)=C(C#N)C1c1ccccc1 (stereo unspecified) | 1557 | 1836
Cc1c(Br)c([N+](=O)[O-])nn1CC(=O)Nc1nccs1 | 1452 | 1706
Cn1cc(C(=O)NC2CCCCCC2)c(=O)c2cc(S(=O)(=O)N3CCCC3)ccc21 | 1448 | 1546
COc1ccccc1-c1nnc(NC(=O)CSc2nncn2C)s1 | 1854 | 1955
Clc1ccc(C[n+]2cc(-c3ccccc3)n3c2CCCCC3)c(Cl)c1 | 1504 | 1933
COc1ccc(Nc2nc(-c3ccccc3)nc3ccccc23)c(OC)c1 | 1545 | 1943
O=C(COn1nnc2ccc(C(F)(F)F)cc21)Nc1c(Cl)cccc1Cl | 1469 | 1893
CCN1CCN(C(=O)CN(c2cccc(Br)c2)S(=O)(=O)c2ccccc2)CC1 | 1395 | 1824
CCS(=O)(=O)N1CCC(C(=O)NCc2ccccn2)CC1 | 1553 | 1733
CSc1nc(=S)n(Cc2ccccc2)c(C)c1C(C)=O | 1535 | 1651
O=C1OCC/C1=C\c1ccccc1 | 1597 | 1928
CC(C)(C)C1CCC(=NNC(=O)C(=O)NCc2cccnc2)CC1 (stereo unspecified) | 1594 | 1821
Cc1ccc(OC(=O)c2cccc([N+](=O)[O-])c2)c(-n2nc3ccccc3n2)c1 | 1421 | 1469
O=C(NC1CCCC1)C(c1ccsc1)N(CCc1ccccc1)C(=O)Cc1cccs1 (stereo unspecified) | 1469 | 1525
COC(=O)NC1(C(F)(F)F)C(=O)Nc2c1c(=O)n(C)c(=O)n2C (stereo unspecified) | 1488 | 1821
O=C(CCNS(=O)(=O)c1c(Cl)cccc1Cl)OCC(=O)c1ccccc1F | 1623 | 1724
COc1cc(C=O)ccc1OCCCOc1ccc([N+](=O)[O-])cc1 | 1615 | 2034
Fc1ccc(Nc2ccnc(Nc3ccc(F)cc3)n2)cc1 | 1363 | 1576
O=C(COC(=O)CCC(=O)c1cccs1)Nc1ccc(Cl)cn1 | 1422 | 1871
NCCCC[C@H]1CNC(=S)N1CC1CCCCC1 | 1745 | 1728
CC(C)c1ccc(C(=O)NC(=S)NCc2cccnc2)cc1 | 1740 | 1953
CCOC(=O)c1cnc(SCC(=O)N2CCOCC2)nc1N | 1475 | 1912
CC(C)=CCN1CCN(Cc2cccnc2)CC1CCO (stereo unspecified) | 1623 | 1694
CCOc1cc(CC(=O)N[C@@H](CC(C)C)c2ccccc2N2CCCCC2)ccc1C(=O)O | 1521 | 2123
Cc1cc(C)n2nc(C(=O)NC3CCCc4ccccc43)nc2n1 (stereo unspecified) | 1438 | 1404
C/C(=N\NC(=O)CSc1nc(C)cc(C)n1)c1cccc([N+](=O)[O-])c1 | 1546 | 1827
CCn1c(CCNC(=O)c2ccc(OC)cc2)nnc1SCc1ccc(Cl)cc1Cl | 1692 | 1884
O=C(Cc1ncc(C(F)(F)F)cc1Cl)NCCc1ccccc1 | 1368 | 1957
CCCCN=C1C([N+](=O)[O-])=CC=C2C1=NC1(CCCCC1)N2O | 1769 | 1923

One compound at a time, from the list above.
`C/C(=N\NC(=O)CSc1nc(C)cc(C)n1)c1cccc([N+](=O)[O-])c1` in the list: SRC3 TRFRET art = 1546; SRC1 TRFRET art = 1827
`CC(C)=CCN1CCN(Cc2cccnc2)CC1CCO` (stereo unspecified) in the list: SRC3 TRFRET art = 1623; SRC1 TRFRET art = 1694
`C=CCOC(=O)C1=C(C)NC(SCC(=O)N(CC)CC)=C(C#N)C1c1ccccc1` (stereo unspecified) in the list: SRC3 TRFRET art = 1557; SRC1 TRFRET art = 1836

Continued:
SMILES | SRC3 TRFRET art | SRC1 TRFRET art
O=C(O)CC1=C(Nc2ccccc2)C(=O)N(c2ccccc2)C1c1ccc(Br)cc1 (stereo unspecified) | 1570 | 1711
CC(=O)Nc1cc(-n2cnnn2)ccc1C | 1717 | 2017
O=C(CNC(=O)Cc1ccc(Cl)cc1)NCc1ccco1 | 1671 | 1815
Cc1ccc(NC(=O)Nc2ccc3c(c2)OCO3)nc1 | 1587 | 1988
Cc1cccc(C(C)(C)C)c1OCCOCCN1CCCC1 | 1736 | 1719
CCCn1c(SCC(=O)N(CC)CC)nnc1-c1ccncc1 | 1658 | 1626
CCSc1nc2ccccc2n1CC(=O)O | 1456 | 1459
CN1CCC(=NNC(=O)COc2ccc(Cl)cc2)CC1 | 1641 | 2100
Cc1nc2cc(-c3ccccc3)sc2c(=O)n1N | 1578 | 1631
CCC(CC)c1nnc(NC(=O)/C=C/c2ccco2)s1 | 1624 | 1840
CCCCC(=O)NC(=S)Nc1cc(C(=O)O)ccc1OC | 1642 | 2075
CC1(C)CC(=O)C=C(NNC(=O)OC(C)(C)C)C1 | 1465 | 1877
c1cn(-c2ccc(-c3ccnc4ncnn34)cc2)cn1 | 1507 | 1840
Cc1ccc(-n2ncc3c(SCc4ccccn4)ncnc32)c(C)c1 | 1583 | 1870
Cn1c(O)c(C=Nc2ccc(N3CCOCC3)cc2)c(=O)n(C)c1=S | 1652 | 1992
COc1ccc(CCNC(=O)c2ccc3ccccc3n2)cc1OC | 1543 | 1642
CCOC(=O)N1CCC(Nc2ncnc3c2cnn3-c2ccccc2)CC1 | 1665 | 1950
CC1=C(C(=O)c2ccccc2)C(c2cccc([N+](=O)[O-])c2)NC(=S)N1 (stereo unspecified) | 1703 | 1775
CC(NC(=O)C1(c2cccs2)CCOCC1)c1ccccc1 (stereo unspecified) | 1420 | 1841
COC(=O)c1sc(N)c(C(=O)OC)c1COC(=O)CNS(=O)(=O)c1ccc(C)cc1 | 1631 | 1818
O=C(COc1ccccc1)Nc1ccccc1NS(=O)(=O)c1cccs1 | 1614 | 1859
O=C1Nc2ccccc2C(O)(C(=O)NC2CC2)N1c1ccc(Cl)c(Cl)c1 (stereo unspecified) | 1510 | 1807
CCn1cc(SCC(=O)NCc2ccc3c(c2)OCO3)c2ccccc21 | 1666 | 2009
CCOc1ccc(C2NC(=O)c3sc(=S)n(-c4ccccc4)c3N2)cc1 (stereo unspecified) | 1618 | 1663
COC(=O)C(CCSC)NC(=O)c1cc2c(n(-c3ccc(C)cc3)c1=O)CCCC2=O (stereo unspecified) | 1270 | 1695
Cc1cc(N/N=C2/CCCc3ccccc32)nc2ccccc12 | 1742 | 1800
CN1CCN(C(=O)c2ccc(N(C)S(=O)(=O)c3cccs3)cc2)CC1 | 1529 | 1794
COc1ccc(CNC(=O)COC(=O)/C=C/c2cccc(Br)c2)cc1 | 1576 | 1762
COc1ccc(-n2nc([N+](=O)[O-])c(=NCc3cccnc3)n2O)cc1 | 1510 | 1665
O=C(NC(=S)Nn1cnc2c(cnn2-c2ccccc2)c1=O)c1ccc(Oc2ccccc2)cc1 | 1599 | 1831
COC(=O)CN1C(=O)N/C(=C/c2cc3c(cc2OC)OCO3)C1=O | 1708 | 1947
CCCCC(=O)N(CCOC)c1nnc(-c2cccnc2)s1 | 1802 | 1780
COc1ccc(NC(=S)N(Cc2ccc(C(=O)O)cc2)Cc2ccc(OC)c(OC)c2)cc1 | 1552 | 1933
COc1ccc(C)cc1NC(=O)Nc1cccc(C(=O)O)c1 | 1581 | 1722
Cc1[nH]c(=O)c(C#N)cc1-c1ccncc1 | 1246 | 1497
Cc1ccn2c(CNCCn3cccn3)c(C(=O)N3CCCCCC3)nc2c1 | 1435 | 1948
Cn1c(=O)c([N+](=O)[O-])c(Cl)c2ccccc21 | 1802 | 1797
CC(C)(C)NC(=O)C(=O)NNC(=O)c1ccco1 | 1310 | 1549
O=C(NCc1cccnc1)c1cccc(-c2cc3ccccc3oc2=O)c1 | 1550 | 2123
Cc1c(N=C2C=C(Br)C(=O)C(Br)=C2)c(=O)n(-c2ccccc2)n1C | 1751 | 2099
COc1ccc(/C=C/c2nc3ccccc3n2Cc2ccc(OC)c(OC)c2)cc1 | 1418 | 1701
O=C(CSc1nnnn1C1CCCCC1)Nc1ccccc1N1CCOCC1 | 1635 | 1963
COc1cc(OC)cc(C(=O)N[C@H](C(=O)Nc2nc3ccc(S(C)(=O)=O)cc3s2)C(C)C)c1 | 1542 | 1739
CN1C(=O)/C(=C/c2cn(CC(=O)NCc3ccco3)c3ccccc23)NC1=S | 1784 | 1676
CCOc1cc(/C=C2\C(=O)N(c3cccc(C(F)(F)F)c3)C(=O)c3ccccc32)ccc1O | 1517 | 1690
O=C(C1CCCC1)N1CCN=C1SCc1cccc([N+](=O)[O-])c1 | 1530 | 1776
Cc1ccc(CNC(=O)c2ccc3c(=O)[nH]c4c(C(=O)NCC5CCCO5)sc(=S)n4c3c2)cc1 (stereo unspecified) | 1664 | 1972
Cc1cc(C(F)(F)F)nc(-n2cc(-c3ccccc3)nn2)n1 | 1485 | 1901
O=C(Cc1ccccc1)NN1C(=O)C2C3C=CC([C@@H]2C1=O)C31CC1 (stereo partly specified) | 1337 | 1656
COc1cc(/C=C/C(=O)OCC(=O)NCc2cccs2)ccc1OCC#N | 1325 | 1645
CC1=NN(c2ccc(C(=O)O)cc2)C(=O)/C1=C\c1ccc(OC(=O)c2cccs2)cc1 | 1494 | 1631
CCOC(=O)N1CCN(C(=O)c2cnc(Nc3ccccc3OC)c3ccccc23)CC1 | 1609 | 1892
Cc1ccccc1NC(=O)C1c2cccc[n+]2CC(=O)N1Cc1ccc2c(c1)OCO2 (stereo unspecified) | 1663 | 1510
O=C(Cc1ccccc1)NCc1cccnc1 | 1441 | 1804
Cc1ccc2oc(-c3cccc(NC(=O)Cn4cnc5c(=O)n(C)c(=O)n(C)c54)c3)nc2c1 | 1589 | 1799
CCOc1ccccc1NC(C)C(=O)Nc1cc(C(F)(F)F)ccc1N1CCOCC1 (stereo unspecified) | 1396 | 1540
CCOC(=O)c1c(C)n(C)c2ccc(OC)c(NC(=O)CN3CCSCC3)c12 | 1649 | 1990
CCOC(=O)CN1C(=O)N[C@@H](c2ccc(Br)cc2)C(C(C)=O)=C1C | 1490 | 1541
C/C(=N\NC(=O)C1(C)CC1(Br)Br)c1ccc([N+](=O)[O-])cc1 (stereo unspecified) | 1610 | 2150
COc1ccc(C(=O)C2CCCN(Cc3ccc(C#CCCO)cc3)C2)cc1F (stereo unspecified) | 1597 | 1701

Two entries drawn at random from the list so far, as already listed:
SMILES | SRC3 TRFRET art | SRC1 TRFRET art
Cc1ccc2oc(-c3cccc(NC(=O)Cn4cnc5c(=O)n(C)c(=O)n(C)c54)c3)nc2c1 | 1589 | 1799
CCOc1ccccc1NC(C)C(=O)Nc1cc(C(F)(F)F)ccc1N1CCOCC1 (stereo unspecified) | 1396 | 1540

Returning to the listing, repeating the 3 entries before the break.
SMILES | SRC3 TRFRET art | SRC1 TRFRET art
CCOC(=O)CN1C(=O)N[C@@H](c2ccc(Br)cc2)C(C(C)=O)=C1C | 1490 | 1541
C/C(=N\NC(=O)C1(C)CC1(Br)Br)c1ccc([N+](=O)[O-])cc1 (stereo unspecified) | 1610 | 2150
COc1ccc(C(=O)C2CCCN(Cc3ccc(C#CCCO)cc3)C2)cc1F (stereo unspecified) | 1597 | 1701
O=C(CSc1nccc(=O)[nH]1)Nc1ccc(F)c([N+](=O)[O-])c1 | 1601 | 1941
CC(N)=Nc1ccc([N+](=O)[O-])cc1 | 1441 | 1719
Cc1ccc(NC(=O)Cn2c(=O)n(CCC(=O)NC3CCN(Cc4ccccc4)CC3)c(=O)c3ccccc32)cc1 | 1574 | 1602
O=C(Cc1ccccc1)Nc1cccnc1 | 1408 | 1663
CCC(=Nc1ccccc1OC)C1=C(O)CC(c2ccccc2)CC1=O (stereo unspecified) | 1731 | 1993
CNC(=O)CN(c1cc([N+](=O)[O-])ccc1OC)S(C)(=O)=O | 1381 | 1375
COc1ccc(-c2nc3c(-c4ccc(Cl)cc4)cnn3cc2C)cc1F | 1627 | 1940
Cc1cc(Nc2c(C)n(C)n(-c3ccccc3)c2=O)c2ccccc2n1 | 1785 | 1797
O=C(NNC(=S)Nc1ccccc1)C1CCCCC1 | 1595 | 1918
